Source: PubChem BioAssay
eIF4E-4G inh: eIF4E–eIF4G protein interaction inhibitors, primary screen, biochemical, uHTS, TR-FRET, eIF4GI fragment; AID 782, 2007; 0.37% of 220,000 active; TR-FRET eIF4E-eIF4GI(517-606) binding, 2 h; inhibition, % at 21.7 µM;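 active = inhibition above about 30%, limit read from the data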;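 also: 0% = full FRET control wells and 100% = background wells lacking eIF4GI fragment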
Target sequence (P63073 whole entry, looked up, the tested form may be a part): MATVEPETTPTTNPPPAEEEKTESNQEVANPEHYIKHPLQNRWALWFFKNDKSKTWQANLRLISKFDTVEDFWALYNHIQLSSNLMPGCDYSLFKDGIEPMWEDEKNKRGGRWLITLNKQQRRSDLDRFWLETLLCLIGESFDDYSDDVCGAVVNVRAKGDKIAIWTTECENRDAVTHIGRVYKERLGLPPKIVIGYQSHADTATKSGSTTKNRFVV
Target sequence (Q04637 whole entry, looked up, the tested form may be a part): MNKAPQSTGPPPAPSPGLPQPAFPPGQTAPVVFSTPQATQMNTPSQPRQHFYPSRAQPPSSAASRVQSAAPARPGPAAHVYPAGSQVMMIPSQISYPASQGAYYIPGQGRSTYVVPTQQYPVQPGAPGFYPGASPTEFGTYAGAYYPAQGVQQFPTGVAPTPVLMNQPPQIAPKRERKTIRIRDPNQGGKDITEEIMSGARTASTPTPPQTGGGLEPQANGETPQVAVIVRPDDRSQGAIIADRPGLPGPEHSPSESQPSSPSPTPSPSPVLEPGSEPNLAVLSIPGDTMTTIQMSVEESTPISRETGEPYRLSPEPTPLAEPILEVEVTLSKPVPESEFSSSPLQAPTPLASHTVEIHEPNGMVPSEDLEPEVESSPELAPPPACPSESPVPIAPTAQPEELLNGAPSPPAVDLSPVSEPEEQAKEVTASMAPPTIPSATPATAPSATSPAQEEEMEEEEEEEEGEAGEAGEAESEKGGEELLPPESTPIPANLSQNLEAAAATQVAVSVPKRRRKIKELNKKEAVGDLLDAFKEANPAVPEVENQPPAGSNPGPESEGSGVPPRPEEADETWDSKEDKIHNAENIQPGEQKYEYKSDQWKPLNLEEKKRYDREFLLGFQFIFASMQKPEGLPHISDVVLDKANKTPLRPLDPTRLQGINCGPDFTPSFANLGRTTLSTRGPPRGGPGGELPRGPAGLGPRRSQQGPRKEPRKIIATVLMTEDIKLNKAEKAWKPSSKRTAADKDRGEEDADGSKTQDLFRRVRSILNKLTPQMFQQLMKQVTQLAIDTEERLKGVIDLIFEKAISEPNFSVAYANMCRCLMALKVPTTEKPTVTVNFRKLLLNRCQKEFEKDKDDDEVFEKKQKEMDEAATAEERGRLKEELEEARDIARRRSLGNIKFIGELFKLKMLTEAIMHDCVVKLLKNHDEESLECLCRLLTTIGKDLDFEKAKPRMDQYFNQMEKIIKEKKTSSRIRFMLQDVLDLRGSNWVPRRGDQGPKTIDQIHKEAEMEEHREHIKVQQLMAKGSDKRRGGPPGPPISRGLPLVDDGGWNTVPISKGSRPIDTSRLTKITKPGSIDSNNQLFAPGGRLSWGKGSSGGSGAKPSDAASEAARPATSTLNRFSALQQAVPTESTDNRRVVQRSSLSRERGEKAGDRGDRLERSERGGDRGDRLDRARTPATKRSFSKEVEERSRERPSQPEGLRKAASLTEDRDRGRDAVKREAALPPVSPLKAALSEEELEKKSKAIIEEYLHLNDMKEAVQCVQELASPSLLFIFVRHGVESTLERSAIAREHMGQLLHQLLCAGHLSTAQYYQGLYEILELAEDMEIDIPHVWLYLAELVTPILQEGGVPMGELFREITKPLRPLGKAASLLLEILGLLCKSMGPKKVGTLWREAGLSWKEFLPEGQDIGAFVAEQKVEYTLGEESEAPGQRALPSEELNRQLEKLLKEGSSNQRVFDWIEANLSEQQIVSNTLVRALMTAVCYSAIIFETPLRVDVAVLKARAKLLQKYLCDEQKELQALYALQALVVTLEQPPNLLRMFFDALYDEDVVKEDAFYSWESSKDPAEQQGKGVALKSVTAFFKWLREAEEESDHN
p97 ATPase inh: inhibitors of human p97 ATPase, primary screen, biochemical. Transitional endoplasmic reticulum ATPase (Homo sapiens), P55072. recombinant p97 ATPase, Kinase-Glo ATP luminescence, 3 h. inhibition, % at 8 µM. 0.42% of 220,000 active. AID 1481, 2009; in the data active = inhibition above about 15%;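 also: 0% = DMSO vehicle and 100% = wells lacking enzyme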
FXIa inh 1536: human FXIa protease inhibitors, primary screen, biochemical, 1536-well; inhibition, % at 5 µM; Coagulation factor XI (Homo sapiens), P03951; 0.14% of 220,000 active; purified FXIa, Boc-Glu-Ala-Arg-AMC fluorogenic substrate;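 active = inhibition of at least 40%; inactive = inhibition below 40%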;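 also: fluorescence of freed AMC excited at 355 nm; 0% = enzyme without compound and 100% = no enzyme blank; many of its hits are not listed in these tables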
14-3-3 Bad inh: inhibitors of 14-3-3 zeta/Bad binding, primary screen, biochemical, TR-FRET, bovine 14-3-3 zeta; 14-3-3 protein zeta/delta (Bos taurus), P63103; inhibition, % at 21.7 µM; 0.71% of 220,000 active; AID 781, 2007; TR-FRET 14-3-3zeta/Dy647-pBad peptide displacement, 1 h;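 active = inhibition above about 70%, limit read from the data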;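 also: 0% = full 14-3-3 plus peptide FRET controls and 100% = background without 14-3-3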
Mdm2 ligase inh: MDM2-luciferase reporter signal enhancers, primary screen, MDM2 E3 ligase inhibitor project, cell-based, luminescence, 1536-well; cell-based MDM2 ubiquitination luciferase reporter, 2 h; 0 = plate control, 100 = twice control, blank-subtracted; AID 1230, 2008; signal enhancement, % at 5 µM; 0.11% of 210,000 active; E3 ubiquitin-protein ligase Mdm2 (Homo sapiens), Q00987;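 active = signal enhancement of 30% or more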;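 also: luminescence tracks abundance of the self-degrading MDM2-luciferase fusion protein; higher signal means inhibition of MDM2 E3 ligase activity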
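Timing – 2 h compound exposure at 37 °C · Assay system – mammalian cells stably expressing self-ubiquitinating, self-degrading MDM2 E3–luciferase fusion · Amount – 2000 cells seeded into each well · Measure – % luminescence enhancement versus blank-corrected plate control mean · Measured by – SteadyLite luminescence, 15 min reagent step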
Wee1 degr inh: Wee1 degradation inhibitors, primary screen, cell-based, HeLa, Wee1K328M-luciferase, luminescence; reporter increase, % at 5 µM; 1.2% of 220,000 active; HeLa Luc-Wee1K328M stability; 100% = proteasome inhibitor MG132 effect; Wee1-like protein kinase (Homo sapiens), P30291;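 active = activation above the mean of all tested compounds plus 3 SD, set per screening run, cut at about 8.8% in these data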;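 also: cells exposed to compound for 20 h before luminescence read; 0% = DMSO alone and 100% = MG132 at 30 µM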
FXIIa inh: human FXIIa protease inhibitors, primary screen, biochemical, 1536-well; inhibition, % at 5 µM; AID 800, 2007; purified FXIIa, Boc-QGR-AMC fluorogenic substrate, 2 h; 0.3% of 220,000 active; Coagulation factor XII (Homo sapiens), P00748; in the data active = inhibition above about 40%;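 also: 0% = enzyme with no compound and 100% = blank without enzyme; many of its hits are not listed in these tables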
Rad51 HR inh: human RAD51 strand exchange inhibitors, primary screen, biochemical, fluorescence; DNA repair protein RAD51 homolog 1 (Homo sapiens), Q06609; hRad51 DNA strand exchange, fluorescence dequenching; inhibition, % at 10 µM; 0.085% of 200,000 active; AID 1385, 2008;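 active = inhibition above 40% at the single screening dose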;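 also: 0% = DMSO control wells and 100% = blanks with heterologous ssDNA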
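material = hRad51 filaments on single-stranded DNA | reagent = Donor/quencher-labelled 47-bp dsDNA substrate | compound = 10 µM final, single point | schedule = strand-exchange reaction 15 min at room temperature | measured by = fluorescein emission 520 nm, excitation 485 nm | read-out basis = % inhibition versus plate control and blank means | benchmarks = plate controls and plate blanks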
KLK5 inh: human KLK5 protease inhibitors, primary screen, biochemical, 1536-well. 0.59% of 210,000 active. recombinant hK5, fluorogenic AMC substrate cleavage. inhibition, % at 5 µM. Kallikrein-5 (Homo sapiens), Q9Y337;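 active = inhibition of 40% or more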;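 also: 0% = enzyme controls without compound and 100% = no-enzyme blanks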
Numbers without * were called inactive; [ ] = remark or other dose.

For O=C(c1cc(F)ccc1F)C1CCCN(C(=O)CCCN2CCCCC2=O)C1 (stereo not drawn) the results were eIF4E-4G inh 3, p97 ATPase inh -5, FXIa inh 1536 6, 14-3-3 Bad inh 4, Mdm2 ligase inh 2, Wee1 degr inh 5, FXIIa inh 14, Rad51 HR inh -4 and KLK5 inh 0.
Screening Nc1[nH]nc2nc(-c3ccccc3)[nH]c(=O)c12 returned eIF4E-4G inh -2, p97 ATPase inh 2, FXIa inh 1536 -18, 14-3-3 Bad inh -5, Mdm2 ligase inh -17, Wee1 degr inh -3, FXIIa inh 2, Rad51 HR inh 13 and KLK5 inh 12.
For COc1ccccc1OCCCC(=O)Nc1ccc(N2CCOCC2)cc1 the results were eIF4E-4G inh 1, p97 ATPase inh 1, FXIa inh 1536 -2, 14-3-3 Bad inh -2, Mdm2 ligase inh -10, Wee1 degr inh -1, FXIIa inh 3, Rad51 HR inh -9 and KLK5 inh -11.
For Cc1ccnc(N2CCC(C(=O)NCc3ccc(F)cc3)CC2)n1 the results were eIF4E-4G inh 3, p97 ATPase inh 4, FXIa inh 1536 -3, 14-3-3 Bad inh -9, Mdm2 ligase inh 4, Wee1 degr inh -2, FXIIa inh 2, Rad51 HR inh 19 and KLK5 inh -2.
`CCc1ccccc1NC(=O)N1C2CCCC1CC(NC(=O)C(C)(C)C)C2` (stereo not drawn) gave eIF4E-4G inh -7, p97 ATPase inh 3, FXIa inh 1536 2, 14-3-3 Bad inh -5, Mdm2 ligase inh -17, Wee1 degr inh -3, FXIIa inh 15, Rad51 HR inh 4 and KLK5 inh -16.
O=C(CSc1nnc(NC(=O)c2ccco2)s1)NC1CCCC1 was read as eIF4E-4G inh 6, p97 ATPase inh -3, FXIa inh 1536 -3, 14-3-3 Bad inh 8, Mdm2 ligase inh -6, Wee1 degr inh 8, FXIIa inh -1, Rad51 HR inh 7 and KLK5 inh -28.
For COc1ccccc1CNC(=O)COC(=O)Cc1c(Cl)cccc1Cl the results were eIF4E-4G inh 2, p97 ATPase inh 2, FXIa inh 1536 3, 14-3-3 Bad inh -3, Mdm2 ligase inh 2, Wee1 degr inh 0, FXIIa inh 8, Rad51 HR inh -1 and KLK5 inh 0.
O=C(Cn1c2c(sc1=O)C1c3ccccc3OCC1CS2)Nc1ccc(Cl)c(Cl)c1 (stereo not drawn) was read as eIF4E-4G inh -6, p97 ATPase inh 1, FXIa inh 1536 9, 14-3-3 Bad inh -9[fluorescence artefact?], Mdm2 ligase inh -5, Wee1 degr inh 1, FXIIa inh 15, Rad51 HR inh 2 and KLK5 inh -11.
For N#Cc1cc2ccccc2nc1SCc1ccccn1 the results were eIF4E-4G inh -7, p97 ATPase inh -7, FXIa inh 1536 4, 14-3-3 Bad inh 1, Mdm2 ligase inh 11, Wee1 degr inh -4, FXIIa inh 14, Rad51 HR inh -7 and KLK5 inh -14.
`Oc1cnc2ccccc2c1CN1CCOCC1` gave eIF4E-4G inh -2, p97 ATPase inh 4, FXIa inh 1536 1, 14-3-3 Bad inh 31, Mdm2 ligase inh 3, Wee1 degr inh -2, FXIIa inh 4, Rad51 HR inh -1 and KLK5 inh -36.

Reprinted from the part before: two entries, then new ones.
For N#Cc1cc2ccccc2nc1SCc1ccccn1 the results were eIF4E-4G inh -7, p97 ATPase inh -7, FXIa inh 1536 4, 14-3-3 Bad inh 1, Mdm2 ligase inh 11, Wee1 degr inh -4, FXIIa inh 14, Rad51 HR inh -7 and KLK5 inh -14.
`Oc1cnc2ccccc2c1CN1CCOCC1` gave eIF4E-4G inh -2, p97 ATPase inh 4, FXIa inh 1536 1, 14-3-3 Bad inh 31, Mdm2 ligase inh 3, Wee1 degr inh -2, FXIIa inh 4, Rad51 HR inh -1 and KLK5 inh -36.
O=C(CNc1cccc2ccccc12)N/N=C/c1cccc(Oc2ccccc2)c1 was read as eIF4E-4G inh 2, p97 ATPase inh 2, FXIa inh 1536 -5, 14-3-3 Bad inh -24[fluorescence artefact?], Mdm2 ligase inh -5, Wee1 degr inh -2, FXIIa inh 0, Rad51 HR inh -2 and KLK5 inh -22.
Screening CCN(C(=O)c1cc(Cl)ccc1OC)c1ccccc1C returned eIF4E-4G inh -3[fluorescence artefact?], p97 ATPase inh 4, FXIa inh 1536 2, 14-3-3 Bad inh 1, Mdm2 ligase inh -2, Wee1 degr inh -1, FXIIa inh 4, Rad51 HR inh 0 and KLK5 inh -7.
`CCc1nc(C)ccc1OCC(=O)N(CC)CC` gave eIF4E-4G inh 0, p97 ATPase inh -1, FXIa inh 1536 1, 14-3-3 Bad inh 34, Mdm2 ligase inh 0, Wee1 degr inh 1, FXIIa inh 6, Rad51 HR inh -2 and KLK5 inh 1.
Screening Cc1nc(C(=O)Nc2ccccc2)sc1C1(C)CC(c2cccc([N+](=O)[O-])c2)=NO1 (stereo not drawn) returned eIF4E-4G inh -1, FXIa inh 1536 -1, 14-3-3 Bad inh -4, Mdm2 ligase inh 7, FXIIa inh 1, Rad51 HR inh -7 and KLK5 inh 0.
For c1cncc(-c2noc(-c3cccc4ccccc34)n2)c1 the results were eIF4E-4G inh 1, p97 ATPase inh -3, FXIa inh 1536 1, 14-3-3 Bad inh -9, Mdm2 ligase inh -10, Wee1 degr inh 3, FXIIa inh 0, Rad51 HR inh -6 and KLK5 inh 2.
`COc1ccc(-c2cc(-c3c(O)c(OC)c4occc4c3OC)[nH]n2)cc1` gave eIF4E-4G inh -3, p97 ATPase inh 1, FXIa inh 1536 4, 14-3-3 Bad inh -4, Mdm2 ligase inh -6, Wee1 degr inh -2, FXIIa inh -9, Rad51 HR inh 7 and KLK5 inh -13.
`CC(C)(C)CC(=O)NC(=S)NCc1ccco1` gave eIF4E-4G inh 3, p97 ATPase inh 3, FXIa inh 1536 -2, 14-3-3 Bad inh -18, Mdm2 ligase inh -10, Wee1 degr inh -2, FXIIa inh 10, Rad51 HR inh 18 and KLK5 inh -6.
COCCCn1[nH]c2c3c(ccc2c1=O)C(=O)c1ccccc1C3=O was read as eIF4E-4G inh 4[fluorescence artefact?], p97 ATPase inh -1, FXIa inh 1536 8, 14-3-3 Bad inh 7[fluorescence artefact?], Mdm2 ligase inh -4, Wee1 degr inh -2, FXIIa inh 10, Rad51 HR inh 4 and KLK5 inh -14.
`CCn1ncc(-c2ccnc3cc(C(=O)O)nn23)c1C` gave eIF4E-4G inh 25, p97 ATPase inh 6, FXIa inh 1536 -6, 14-3-3 Bad inh 70*, Mdm2 ligase inh -7, Wee1 degr inh 0, FXIIa inh -2, Rad51 HR inh 2 and KLK5 inh -6.
`CC(=O)c1cccc(NC(=O)C2C3C=CC(C4CC34)C2C(=O)O)c1` (stereo not drawn) gave eIF4E-4G inh -13, p97 ATPase inh 1, FXIa inh 1536 -14, 14-3-3 Bad inh -8, Mdm2 ligase inh -17, Wee1 degr inh -2, FXIIa inh -5, Rad51 HR inh 21 and KLK5 inh -21.
For CN(C)CCNC(=O)/C(=C/c1ccc(-c2cccc([N+](=O)[O-])c2)o1)NC(=O)c1ccccc1 the results were eIF4E-4G inh -3, p97 ATPase inh 5, FXIa inh 1536 8, 14-3-3 Bad inh -16, Mdm2 ligase inh -11, Wee1 degr inh 2, FXIIa inh 15, Rad51 HR inh 4 and KLK5 inh -15.
O=C(NCc1ccco1)c1ccc(NC(=O)C2COc3ccccc3O2)cc1 (stereo not drawn) was read as eIF4E-4G inh 0, p97 ATPase inh 5, FXIa inh 1536 -2, 14-3-3 Bad inh 7, Mdm2 ligase inh -5, Wee1 degr inh 1, FXIIa inh 1, Rad51 HR inh -2 and KLK5 inh -12.
`COc1cc(CC(=O)OCC(=O)Nc2ncc(Cl)cc2Cl)cc(OC)c1OC` gave eIF4E-4G inh -2, p97 ATPase inh 5, FXIa inh 1536 17, 14-3-3 Bad inh 0, Mdm2 ligase inh -34, Wee1 degr inh 2, FXIIa inh 25 and KLK5 inh -1.
`CC(=O)Nc1ccc(NC=C(C#N)C#N)cc1` gave eIF4E-4G inh 4, p97 ATPase inh -1, FXIa inh 1536 -3, 14-3-3 Bad inh -5, Mdm2 ligase inh -9, Wee1 degr inh 3, FXIIa inh 4, Rad51 HR inh -2 and KLK5 inh -2.
CC(=O)/C(=N\Nc1ccccc1Cl)Sc1nnc(-c2ccccc2)n1-c1ccccc1 was read as eIF4E-4G inh 5, p97 ATPase inh -10, FXIa inh 1536 -4, 14-3-3 Bad inh 5[fluorescence artefact?], Wee1 degr inh -2, FXIIa inh 3 and KLK5 inh -20.
For COc1ccc(NC(=O)C2CCCCN2S(=O)(=O)c2ccc(F)cc2)c(OC)c1 (stereo not drawn) the results were eIF4E-4G inh 1, p97 ATPase inh -4, FXIa inh 1536 1, 14-3-3 Bad inh -12, Mdm2 ligase inh -29, Wee1 degr inh -1, FXIIa inh 23, Rad51 HR inh -6 and KLK5 inh 41*.
For CC(OC(=O)Cc1n[nH]c(=O)c2ccccc12)C(=O)Nc1cccc([N+](=O)[O-])c1 (stereo not drawn) the results were eIF4E-4G inh 5, p97 ATPase inh 4, FXIa inh 1536 -2, 14-3-3 Bad inh -4, Mdm2 ligase inh -9, Wee1 degr inh 0, FXIIa inh 5, Rad51 HR inh 0 and KLK5 inh -2.
CSCCC(NS(=O)(=O)c1cccs1)C(=O)NCc1ccc(C)cc1 (stereo not drawn) was read as eIF4E-4G inh -7[fluorescence artefact?], p97 ATPase inh -7, FXIa inh 1536 12, 14-3-3 Bad inh 0[fluorescence artefact?], Mdm2 ligase inh -5, Wee1 degr inh 5, FXIIa inh -4 and KLK5 inh -8.
`CN(C(=O)CSc1nnc(Nc2ccccc2)s1)C1CCS(=O)(=O)C1` (stereo not drawn) gave eIF4E-4G inh 3, p97 ATPase inh -1, FXIa inh 1536 -1, 14-3-3 Bad inh -6, Mdm2 ligase inh -9, Wee1 degr inh -2, FXIIa inh 10, Rad51 HR inh -13 and KLK5 inh 4.
COc1ccc(CC(=O)Nc2ccc(/C(C)=N/NC(=O)c3cccc([N+](=O)[O-])c3)cc2)cc1 was read as eIF4E-4G inh -10, p97 ATPase inh -13, FXIa inh 1536 -2, 14-3-3 Bad inh -7, Mdm2 ligase inh -3, Wee1 degr inh 2, FXIIa inh -2, Rad51 HR inh -7 and KLK5 inh -22.
COC(=O)c1ccccc1NC(=O)CNc1cc(OC)c(OC)cc1C was read as eIF4E-4G inh 5, p97 ATPase inh 4, FXIa inh 1536 1, 14-3-3 Bad inh 6, Mdm2 ligase inh -15, Wee1 degr inh 2, FXIIa inh 8, Rad51 HR inh -3 and KLK5 inh -1.
